SRC2 inh – inhibition of GAL4-SRC2 driven luciferase reporter, primary screen, SRC2 inhibitor project, cell-based, luminescence; HEK293 GAL4-SRC2 luciferase reporter; AID 651957, 2012; hit rate 0.17% among 370,000; inhibition, % at 9 µM;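 active = inhibition above the mean inhibition of all tested compounds plus 3 SD, set per campaign, cut at about 52% in these data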;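 also: 0% = DMSO treated cells and 100% = cells given Gossypol at 36 µM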
COUP-TFII inh – NR2F2 transcriptional activity inhibitors, primary screen, cell-based, luciferase reporter, HEK293T, luminescence; inhibition, % at 8.6 µM; AID 686940, 2013; COUP transcription factor 2 (Homo sapiens), P24468; hit rate 0.7% among 370,000; HEK293T NGFI-A luciferase reporter;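 active = inhibition above a per-plate cutoff, mean inhibition of test wells between control levels plus 3 SD, cut at about 38% in these data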;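 also: cells cotransfected with COUP-TFII expression vector driving the NGFI-A reporter; 0% = median of COUP-TF2 test wells and 100% = reporter-only cells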
Target sequence (P24468 whole entry, looked up): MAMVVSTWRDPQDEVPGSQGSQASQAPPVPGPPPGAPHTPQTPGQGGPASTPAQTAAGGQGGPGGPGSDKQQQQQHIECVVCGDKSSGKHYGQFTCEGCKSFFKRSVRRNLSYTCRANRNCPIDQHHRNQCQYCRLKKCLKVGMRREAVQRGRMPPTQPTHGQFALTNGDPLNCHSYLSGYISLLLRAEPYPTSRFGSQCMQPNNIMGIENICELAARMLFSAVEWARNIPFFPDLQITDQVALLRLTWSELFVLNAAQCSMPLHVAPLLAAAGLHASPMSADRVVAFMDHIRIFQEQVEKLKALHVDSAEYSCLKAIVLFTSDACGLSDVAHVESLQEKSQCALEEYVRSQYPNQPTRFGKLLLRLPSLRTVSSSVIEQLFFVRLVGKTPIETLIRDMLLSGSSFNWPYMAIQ
LRH-1 inv ag – LRH-1 (NR5A2) inverse agonists, primary screen, cell-based, luminescence, HEK293T, StAR-luciferase reporter | inhibition, % at 3.6 µM | Nuclear receptor subfamily 5 group A member 2 (Homo sapiens), O00482 | LRH-1 transfected, 24 h | hit rate 0.13% among 360,000;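 active = inhibition above the mean inhibition of all tested compounds plus 3 SD, cut at about 73% in these data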;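 also: 0% = DMSO wells and 100% = reporter-only cells lacking LRH-1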
Target sequence (O00482 whole entry, looked up): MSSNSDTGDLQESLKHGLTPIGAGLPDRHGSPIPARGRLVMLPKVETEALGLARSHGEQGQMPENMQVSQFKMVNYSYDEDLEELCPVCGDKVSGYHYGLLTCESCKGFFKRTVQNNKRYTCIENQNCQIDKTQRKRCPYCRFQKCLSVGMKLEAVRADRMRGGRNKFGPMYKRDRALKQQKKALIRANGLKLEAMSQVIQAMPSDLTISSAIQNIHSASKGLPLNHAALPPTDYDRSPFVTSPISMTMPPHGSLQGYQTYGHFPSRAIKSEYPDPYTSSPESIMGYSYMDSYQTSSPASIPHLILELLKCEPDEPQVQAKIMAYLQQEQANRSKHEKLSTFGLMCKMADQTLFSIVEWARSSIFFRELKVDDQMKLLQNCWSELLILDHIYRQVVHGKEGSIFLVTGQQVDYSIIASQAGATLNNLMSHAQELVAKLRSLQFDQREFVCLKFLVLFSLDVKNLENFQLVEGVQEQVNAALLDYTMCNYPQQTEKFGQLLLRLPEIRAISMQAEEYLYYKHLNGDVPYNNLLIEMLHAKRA
SRC3 inh – SRC3 coactivator transcriptional activity inhibitors, primary screen, cell-based, luminescence. Nuclear receptor coactivator 3 (Homo sapiens), Q9Y6Q9. HEK293 GAL4-SRC3 luciferase reporter. inhibition, % at 3.6 µM. hit rate 0.17% among 360,000. AID 588352, 2011;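 active = inhibition above a per-campaign cutoff, the mean of all compounds plus 3 SD, cut at about 60% in these data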;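 also: 0% = DMSO-treated cells and 100% = gossypol-treated cells at 36 µM; higher means less SRC3-driven luciferase light from the GAL4 reporter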
EBV LMP1 NFkB – EBV LMP1-driven NF-kappaB luciferase reporter inhibitors, primary screen, cell-based, luminescence, single point | inhibition, % at 12.5 µM | LMP1-induced NF-kappaB luciferase reporter cells | hit rate 0.69% among 350,000 | AID 504558, 2011; in the data active = inhibition above about 41%;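 also: 0% = neutral control wells and 100% = reference inhibitor control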
CF NFkB block – inhibitors of PAF-induced NF-kB signaling, primary screen, cell-based, GFP fluorescence, uHTS | inhibition, % at 5 µM | hit rate 0.86% among 360,000 | KKLEB NF-kB-GFP reporter, GFP fluorescence overnight | AID 588850, 2011;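 active = at least 50% inhibition at 5 µM, scaled per plate between neutral and stimulator controls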;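 also: PAF is a Pseudomonas aeruginosa culture filtrate used as stimulus; plate controls were PAF-stimulated DMSO wells for no effect and unstimulated DMSO wells for full effect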
KKLEB cytotox – cytotoxicity in KKLEB CF airway cells, primary screen, cytotoxicity control for CF NF-kB inhibitor project, cell-based, uHTS, fluorescence assay plates. KKLEB CF airway cells viability, ATPlite luminescence, overnight; hits give low values; cells stimulated with P. aeruginosa culture filtrate. activity change (cytotoxicity), % at 5 µM. hit rate 0.36% among 360,000. AID 602141, 2011;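 active = corrected activity change at or below -50% at 5 µM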
TROY NFkB inh – inhibitors of TROY-driven NF-kB signaling, primary screen, Q293 LMP1-TROYcd cells, NF-kB luciferase, uHTS | Q293 LMP1-TROYcd NF-kB luciferase reporter, 4 h | inhibition, % at 10 µM | hit rate 0.98% among 360,000 | AID 1347056, 2019;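 active = compounds whose plate-normalised and pattern-corrected inhibition of the luciferase reporter signal at the single screening dose is 50% or more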
NCOA1 inh – SRC1 coactivator transcriptional activity inhibitors, primary screen, cell-based, luminescence; HEK293 GAL4-SRC1 luciferase reporter; inhibition, % at 3.6 µM; hit rate 0.12% among 360,000; AID 588354, 2011;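 active = inhibition above the campaign mean plus 3 SD, with each screening campaign given its own cutoff, cut at about 60% in these data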;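 also: 0% = DMSO treated cells and 100% = gossypol at 36 µM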
TRAIL sens C8 – viability loss with TRAIL in NB7+C8 cells, primary screen, TRAIL sensitizer project, cell-based, ATPlite luminescence. inhibition (viability loss, TRAIL sensitization), % at 10 µM. hit rate 1% among 360,000. AID 624354, 2012;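 active = compounds causing at least 50% loss of cell viability in the single-dose screen, relative to plate controls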
TWEAK Fn14 block – inhibitors of TWEAK-Fn14 signaling, primary screen, luciferase reporter cells, uHTS; TWEAK-stimulated Fn14 reporter cells, luciferase luminescence, 8 h; inhibition, % at 10 µM; hit rate 2% among 360,000; in the data active = inhibition above about 50%
Numbers without * were called inactive; nt = no result given.

Second line of a record: SRC2 inh, COUP-TFII inh, LRH-1 inv ag, SRC3 inh, EBV LMP1 NFkB, CF NFkB block, KKLEB cytotox, TROY NFkB inh, NCOA1 inh, TRAIL sens C8, TWEAK Fn14 block
(1) CC(NC(=O)c1cccc(S(=O)(=O)N2CCN(C)CC2)c1)c1ccc(Cl)cc1Cl (configuration not stated)
    14, 12, -8, -3, -2, -6, 14, 4, 0, -10, 7
(2) COCCN1CCc2[nH]c(=S)[nH]c(=O)c2C1
    -7, 2, 8, 11, -5, 12, -1, 9, -11, 4, 3
(3) O=C1C(CCc2ccccc2)ON=C(c2cnccn2)N1Cc1ccc(F)cc1 (configuration not stated)
    -9, 2, 7, -33, nt, 13, -11, -22, -14, 3, -17
(4) COc1ccc(-n2c(=O)c3c4c(sc3n3c(=S)[nH]nc23)CCC4)cc1
    8, -14, -6, 12, 0, 21, -21, -9, -6, 0, 8
(5) Cc1cc(NC(=O)COC(=O)[C@H](Cc2ccccc2)NC(=O)c2ccco2)no1
    -3, 2, -12, -30, 2, -15, 6, -3, -9, -5, 17
(6) CC12CCC(c3nnc(SCC(=O)Nc4cccc5ccccc45)nc31)C2(C)C (configuration not stated)
    -16, 15, 17, 6, -6, 5, 1, 11, 18, -5, 5
(7) CC(NC(=O)COC(=O)c1ccc[nH]c1=O)c1ccccc1 (configuration not stated)
    -15, -13, -3, 5, -4, 14, -7, 10, 22, 0, 1
(8) COC(=O)c1ccc(OS(=O)(=O)N(C)C)cc1
    5, -14, -65, -30, 7, 7, 5, -37, -57, -8, -5
(9) COCCCn1c(CCC(=O)O)ccc1-c1ccc(F)cc1
    -17, 2, 8, -11, -7, 6, 5, -3, -20, 5, 5
(10) O=C(CN1C(=O)c2ccccc2S1(=O)=O)Nc1ccccc1
    4, 0, -13, -7, 5, -3, -4, -40, -6, -11, 8

Two compounds picked at random from those above:
Second line of a record: SRC2 inh, COUP-TFII inh, LRH-1 inv ag, SRC3 inh, EBV LMP1 NFkB, CF NFkB block, KKLEB cytotox, TROY NFkB inh, NCOA1 inh, TRAIL sens C8, TWEAK Fn14 block
(10) O=C(CN1C(=O)c2ccccc2S1(=O)=O)Nc1ccccc1
    4, 0, -13, -7, 5, -3, -4, -40, -6, -11, 8
(6) CC12CCC(c3nnc(SCC(=O)Nc4cccc5ccccc45)nc31)C2(C)C (configuration not stated)
    -16, 15, 17, 6, -6, 5, 1, 11, 18, -5, 5

The list goes on:
Second line of a record: SRC2 inh, COUP-TFII inh, LRH-1 inv ag, SRC3 inh, EBV LMP1 NFkB, CF NFkB block, KKLEB cytotox, TROY NFkB inh, NCOA1 inh, TRAIL sens C8, TWEAK Fn14 block
(11) CC(=O)c1cc(C#N)c(SCC(=O)OC(C)C)nc1C
    -24, -15, 3, -6, -14, -1, -8, -9, -13, 8, 5
(12) CC(C)(Cc1ccc(O)cc1)NC(=O)CC(=O)N/N=C/c1ccc([N+](=O)[O-])cc1
    15, 0, 12, 7, 5, 8, -22, 10, -8, 2, 10
(13) O=C(CNC(=O)C1CCCCC1)Nc1cc(Cl)cc(Cl)c1
    -14, -6, -12, 26, 7, 8, -1, 2, 1, -1, -23
(14) CC1Cc2ccccc2N1C(=O)c1ccc2nccnc2c1 (configuration not stated)
    -14, 14, 5, 9, 5, -10, -3, -5, -12, -14, 8
(15) COc1ccc(-c2cc(C(F)(F)F)n3nc(C)cc3n2)cc1
    -7, 10, 10, 7, -9, 12, -7, -7, -17, 9, -12
(16) COc1cc(OC)cc(-c2nnc(SCC(=O)N3CCCCC3)o2)c1
    -8, -19, -2, 7, -12, -1, -1, -16, -2, 9, -4
(17) Cc1cc(C)n(-c2nc(N(c3ccccc3)c3ccccc3)nc(-n3nc(C)cc3C)n2)n1
    nt, nt, 15, 3, 16, 64*, -53*, 10, 2, 76*, 106*
(18) OCCCNC(=S)Nc1ccc(Nc2ccccc2)cc1
    -10, -28, -20, -24, -4, -8, -4, -22, -25, 4, 16
(19) Cc1ccc(N(CC(N)=O)C2SC(=O)NC2=O)cc1 (configuration not stated)
    11, -15, -3, 5, -2, -2, 2, -1, 6, 1, 6
(20) CC(=O)NCCNc1nc2cc(-c3ccsc3)sc2c(=O)n1C
    13, 22, -4, -10, nt, 23, -10, -25, 3, -3, -6
(21) COc1ccc(Cc2nc3ccc(C(=O)NC(C)c4cn(C)nc4C)cc3o2)cc1 (configuration not stated)
    -6, 20, 3, 4, 1, 0, 7, -3, 11, -1, -23
(22) CN1CCC(N(C)C(=O)c2ccc(Cl)c(S(=O)(=O)Nc3cc(Cl)ccc3Cl)c2)CC1
    21, -5, -13, 5, -3, -12, 0, -9, 17, 2, 8
(23) CC(NCc1cccs1)C(=O)NC1CCCCC1 (configuration not stated)
    15, -16, 18, 0, -12, -8, -2, -13, 3, 9, -23
(24) O=C(CN1CCN(Cc2ccccc2)CC1)NC(=O)NCc1ccco1
    -39, -9, 8, 23, 5, -8, 1, -10, -18, 11, -14
(25) Nc1nn(-c2cccc(F)n2)cc1-c1ccccc1
    -56, -32, -145, -117, -41, -38, 18, -28, -119, 33, 5
(26) COc1ccc(S(=O)(=O)N2CCCCCC2)cc1C(=O)N1CCCCC1
    -11, -11, -23, -29, 1, -31, 1, -30, -70, 4, -20
(27) CCOCC(O)CS(=O)Cc1ccccc1 (configuration not stated)
    -21, 15, 9, 8, -3, 4, 11, 1, -14, -1, -8
(28) CC(C)(C)c1nc(-c2ccccc2)nc2c1OCCC2
    -27, 0, -16, 3, 1, 26, 2, 11, 5, 2, -5
(29) COc1ccc(C(C(=O)Nc2ccc(C(C)C)cc2)N(C)C(=O)c2ccc(=O)[nH]c2)cc1 (configuration not stated)
    1, 10, 0, 10, -9, -10, 13, 1, 10, -11, 11
(30) O=C(CN1CCN(S(=O)(=O)c2ccc(Br)cc2)CC1)N/N=C/c1ccc(Br)s1
    22, -3, -1, 22, -8, -20, -8, -16, -3, 15, -12
(31) COc1ccc(CCNC(=O)CCC(=O)c2cccs2)cc1OC
    17, 4, 3, 15, -3, 1, 10, -11, -8, -11, -5
(32) c1ccc(Cc2nnc3sc(-c4ccncc4)nn23)cc1
    18, 26, 17, 20, 10, 24, -3, 21, 26, -26, 11
(33) O=C1c2ccccc2NC(c2ccccc2O)N1NS(=O)(=O)c1ccccc1 (configuration not stated)
    -8, -16, -8, 10, -8, -6, 14, -1, -11, 0, 15
(34) CN(C)c1ccc(-c2ccc3c(=O)c4ccccc4n(C)c3c2)cn1
    -93, -81, -83, -100, -3, -53, 13, -80, -118, 26, -92
(35) Cc1ccc(S(=O)(=O)N(C)c2ccc(C(=O)NCC(c3ccco3)N3CCCC3)cc2)cc1 (configuration not stated)
    -19, 14, -7, 10, -10, -14, 6, 1, 2, -6, -5
(36) C=CCOc1ccc(/C=C/C(=O)OCC(=O)NCc2cccs2)cc1
    -3, -11, -4, -22, -17, 13, 4, -31, -18, -4, -4
(37) C=CCN(c1cccc(C(F)(F)F)c1)S(=O)(=O)c1cccc(C(=O)OCC(=O)NCCC)c1
    -5, -2, -5, 3, -31, -1, -7, -8, -13, 0, -1
(38) COC(=O)C1=C(C)OC(N)=C(C#N)C1C1CCCCC1 (configuration not stated)
    -15, -13, -4, 0, 13, 14, -7, -6, -34, -8, 19
(39) O=C(Nc1ccc(F)cc1)NC1CCCCCCC1
    -19, -34, -86, -64, 2, -7, -1, -72, -58, 7, -5
(40) Cc1nc2c(OCC(=O)c3ccc(F)cc3)cccn2c1N(C)Cc1cccs1
    6, 5, -22, -64, nt, -16, 21, -22, -51, 3, -14
(41) CCOc1ccc(NC(=O)CN(C)C(=O)c2ccccc2OCc2cccc(C)c2)cc1OCC
    16, 11, -3, 6, -5, 17, -8, -4, -3, 0, -34
(42) COc1cccc(-n2nc(-c3ccnn3-c3ccc(F)cc3)c(=O)n(C)c2=O)c1
    16, 4, -6, -3, 8, 2, -6, 13, -24, -17, 2
(43) COc1cccc(C2C(C(=O)c3cccs3)=C(O)C(=O)N2c2cc(C)on2)c1 (configuration not stated)
    -27, -24, -22, -6, -10, 4, -2, -46, -12, -2, -24
(44) CC(C)(C)CC(=O)Nc1nc(C(N)Cc2ccc(C(F)(F)F)cc2)cs1 (configuration not stated)
    6, 0, -3, -28, nt, 8, -12, -4, 0, 0, -17
(45) Cc1c(O)c(=O)ccn1Cc1ccccc1
    6, -12, 3, 0, -13, 12, -5, 12, -4, 36, -19
(46) O=C(CCn1c(=O)oc2ccccc21)Nc1ccc2c(c1)OCCO2
    -27, 2, -8, -41, -8, -3, 11, -53, -47, 1, -9
(47) O=c1cc(CN2CCC3(CC2)OCCO3)c2c(ccc3ccccc32)o1
    -12, -3, -1, 26, 4, 14, -15, -4, -14, 6, 1
(48) O=C(CNC(=O)c1cccs1)NCC(=O)OCc1c(Cl)cccc1Cl
    10, 21, 15, -8, -20, 14, -8, -4, 8, -3, 25
(49) CC12CCC(C(=O)Nc3ccccc3-n3cccc3)(CC1=O)C2(C)C (configuration not stated)
    7, 3, -8, 12, 3, 1, 0, 1, 19, -4, 13
(50) Cc1cc(NC(=O)c2ccc(F)cc2)ccc1NC(=O)c1ccco1
    1, -28, -27, 3, 5, 0, 7, -21, -15, 18, -3
(51) CCc1nc2ccc(C(=O)N(C)Cc3ccco3)cn2c1N(C)C(=O)Cc1ccccc1
    -53, 9, 1, -16, nt, -20, 5, -12, -7, -18, 11
(52) CCn1cc(/C=C(\NC(=O)c2ccc(OC)cc2)C(=O)N2CCOCC2)c2ccccc21
    4, -6, 5, 17, nt, 10, 9, 2, 17, -9, 2
(53) Cn1c(=O)c2cc(NC(=O)NCCc3cccs3)ccc2n1-c1ccc(C(C)(C)C)cc1
    nt, nt, 4, -4, nt, -5, -1, 26, -4, 23, 4
(54) O=c1c2cn[nH]c2[nH]c(=S)n1-c1cccc(Cl)c1
    2, -16, 3, -6, 16, -6, 3, -10, 3, -9, -1

Source: PubChem

Rows were taken by chance; any-hit rate near 4.2%.
